Screens from PubChem BioAssay.
SDO1 yeast rescue – sdo1-depleted yeast growth rescue; S. cerevisiae sdo1-depleted JHY4D growth rescue, OD600 30 h; stronger effect = higher value; pdr5 snq2 efflux-pump mutant strain; z-score at 10 µM; 140,000 compounds, 0.21% hits;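 active means z-score above 3 at both the 24 hr and the 30 hr optical density reads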;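 further: z-score against mean and SD of all compound wells on the same plate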
INS promoter inh – TRM-6 insulin promoter activity inhibition; TRM-6 cells (human fetal islet line), insulin promoter-eGFP reporter, imaging; reporter expression induced with tamoxifen; inhibition, % at 2 µM; 130,000 compounds, 0.9% hits; AID 1273;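 active means inhibition above the mean plus 3 SD, with well images judged a real hit on visual review, cut at about 60% in these data, passing the limit was not always enough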
SDO1 yeast rescue Rescue 24 h – recorded beside SDO1 yeast rescue, whose call it bears; z-score; S. cerevisiae sdo1-depleted JHY4D growth rescue, OD600; measured here: growth rescue at 24 h;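 0 is the plate mean of compound wells and units are plate SD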
An asterisk follows results filed as active; . = no result given; & = joins results of further samples.

SDO1 yeast rescue | SDO1 yeast rescue Rescue 24 h | INS promoter inh | Structure
0.47 | 0.21 | -11 | CC(=O)N1CCN(Cc2nc3cc(NC(=O)c4ccccc4C)ccc3n2C)CC1
-1.2 | -0.85 | -76 | Cc1cccc(C(=O)Nc2ccccc2C(=O)OCc2c(C)noc2C)c1
0.08 | 0.38 | . | COc1cc(/C=N/N2C(=O)C3C4c5ccccc5C(c5ccccc54)C3C2=O)ccc1O (stereo unspecified)
-1.1 | 0.02 | -121 | C#CCSc1nc(Cc2ccc(Cl)cc2)nc2ccccc12
0.48 | 0.8 | 49 | O=C(c1cc2ccccc2o1)N1CCCCCC1
-0.72 | 0.13 | -250 | COc1ccc(/C=N\NS(=O)(=O)c2ccc(Cl)cc2)cc1COc1ccccc1[N+](=O)[O-]
0.45 | 0.07 | 21 | Cn1c(NCc2ccccc2)cc(=O)n(C)c1=O
. | . | 33 | COc1c(Cl)cc(Cl)cc1C(=O)Nc1ccc(NC(C)=O)cc1
. | . | -14 | COc1ccc(N(CC(=O)N2CCN(c3ccc(Cl)cc3)CC2)S(=O)(=O)c2c(C)n[nH]c2C)cc1
-0.45 | -0.82 | -75 | COCCN(C(=O)Cn1nnc2ccccc21)C(C(=O)NC1CCCC1)c1cc(OC)ccc1OC (stereo unspecified)
-0.36 | -0.19 | -43 | CCOC(=O)C(NC(=O)c1ccccc1F)(Nc1cc(C)on1)C(F)(F)F (stereo unspecified)
1.3 | -0.1 | . | O=C(O)CCCC(=O)Nc1ccc(N2CCCC2)cc1
1.4 | 0.88 | -11 | COc1ccc(OC)c(NS(=O)(=O)c2ccc3c(c2)n(C)c(=O)n3C)c1
0.89 | 0.93 | 29 | Cc1cc2ccccc2c(=O)n1CC(=O)NCC(=O)N1CCCC(C)C1 (stereo unspecified)
1.4 | 1.7 | 36 | Cc1cc(NC(=O)c2ocnc2C)no1
-0.26 | 0.21 | -44 | Cc1ccc(NC(=O)CCNS(=O)(=O)c2cc(Br)cnc2N)cc1Cl
-0.89 | -0.87 | . | CO/N=C/NC(=O)c1cn(-c2ccc(F)cc2)c(=O)c2ccccc12
-1.2 | -0.45 | 38 | Cc1ccccc1OCC(O)Cn1c(N2CCN(c3ccccc3)CC2)nc2c1c(=O)[nH]c(=O)n2C (stereo unspecified)
1.6 | 1.4 | 26 | CN(C)c1ccc(CNCCC2(O)CCOC(C)(C)C2)cc1 (stereo unspecified)
1.9 | 3.7 | . | O=C(Nc1cccnc1)c1noc2c1CCCC2
0.73 | 1 | -12 | COc1ccc(-c2c/c(=N\c3nc(-c4ccccc4)c(C)s3)c3ccccc3o2)cc1O
-1.8 | -1.2 | . | O=C(CSc1nc(-c2ccco2)cc(C(F)(F)F)n1)N1CCN(Cc2ccccc2)CC1
0.45 | -0.12 | 47 | COC(=O)C1=C(C)n2nnnc2NC1c1ccc(Cl)cc1 (stereo unspecified)
0.3 | 0.39 | . | Cn1c(Cn2c(=O)sc3ccccc32)nnc1SCC(=O)NC1CCCC1
-0.81 | -0.31 | . | Cc1cc(C)c(NC(=S)NC(=O)c2ccc(-c3ccccc3)cc2)c(C)c1
0.05 | -0.14 | -85 | CC(C)CNC(=O)C1CCN(c2ccc(S(=O)(=O)N3CCOCC3)cc2Cl)CC1
. | . | 10 | CSc1ccccc1C(=O)NCc1ccc(C)cc1
-1.7 | -2.1 | -19 | Cc1ccc2nc(C3CCN(S(=O)(=O)c4ccc5ccccc5c4)CC3)[nH]c2c1
0.13 | -0.23 | 0 | Nc1nc(SCc2nc(-c3ccccc3)no2)[nH]c(=O)c1-c1ccccc1
0.39 | -0.12 | 18 | CC1(C)CC(=O)C(C=NCCN2CCN(C(=S)NC3CCCCC3)CC2)=C(O)C1
0.52 | 1.8 | . | Cc1ccc(NCc2nnc(SCC(=O)Nc3ncc(C)s3)n2Cc2ccco2)c(C)c1
. | . | 47 | O=C(NCc1ccc(F)cc1)C1CCN(c2cnccn2)CC1
0.36 | -0.09 | . | O=C(CCCc1ccccc1)NCc1cn2ccsc2n1
0.57 | 0.17 | . | CC(C)(C)OC(=O)N1CCC(c2cc(=O)n3[nH]cc(C(=O)NC4CCCC4)c3n2)CC1
-1.6 | -1.2 | 21 | Cc1ccccc1-c1nc(S(=O)(=O)c2ccc(Cl)cc2)c(NCCN2CCOCC2)o1
0.43 | 0.3 | . | O=C1CCCC2=C1C(c1cccs1)Nc1ccc3ncccc3c12 (stereo unspecified)
-1 | -1.4 | 0 | Cc1nc(S(=O)(=O)N(C)c2ccccc2)c(C#N)c(C)c1Cl
0.1 | -0.14 | . | COc1cc2c(cc1OC)C(c1cccnc1)CC(=O)N2 (stereo unspecified)
-0.19 | 0.57 | -26 | C=CCNc1nc(-c2sc(NC(=O)CC)nc2C)cs1
0.47 | -0.45 | -18 | O=C(NCCCN1CCN(Cc2ccccc2Cl)CC1)Nc1ccccc1
0 | 0.61 | -8 | O=C(OCCN=C1NS(=O)(=O)c2ccccc21)c1ccccc1
0.25 | 0.38 | -33 | COc1cc2c(cc1NC(=O)COC(=O)[C@@H](NC(=O)c1ccccc1F)C(C)C)oc1ccccc12
. | . | 53 | CNS(=O)(=O)c1cccc(C(=O)OCC(=O)Nc2ccc(OC)cc2[N+](=O)[O-])c1
-0.36 | 1.2 | 30 | CCC(C)OC(=O)c1cc(C)nc2c(Br)cc(Br)cc12 (stereo unspecified)
0.78 | 0.57 | . | Cc1cccc(/C=N/NC(=O)CN2CCCCCCC2)c1
-0.49 | 0.17 | . | COc1ccc(-n2nc(C(=O)NCc3ccco3)c3ccccc3c2=O)cc1
-1.4 | -0.58 | -12 | NC(=O)c1c(NC(=O)C2c3ccccc3Oc3ccccc32)sc2c1CCCCC2
0.82 | 0.48 | 24 | O/N=C1/CCc2nonc2/C1=N/O
-0.34 | -1.3 | 23 | COc1ccccc1N(CC(=O)Nc1cccnc1)S(=O)(=O)c1ccccc1
0.4 | -0.55 | 36 | CCOC(=O)c1cc(=O)n2nc(-c3ccc(C)cc3)nc2s1

New compounds follow:
SDO1 yeast rescue | SDO1 yeast rescue Rescue 24 h | INS promoter inh | Structure
-0.52 | 0.04 | 14 | CCOC(=O)c1cnc2ccc(OCC)cc2c1N(C)Cc1ccccc1
-1.1 | -0.95 | 0 | COc1ccc(/C=N/Nc2nnc(-c3ncc[nH]3)c3ccccc23)cc1
. | . | -29 | Cc1cccc(C(=O)NC2=NCCS2)c1
-0.53 | -0.7 | . | CC(C)N1C(=O)C2C(c3ccccc3O)NC(C)(C(=O)O)C2C1=O (stereo unspecified)
0.03 | -0.5 | 9 | CCCC(C)NC(=O)Cc1ccc(Br)cc1 (stereo unspecified)
-0.32 | -0.19 | 36 | COC(=O)c1c(NC(=O)CN2C(=O)NC3(CCc4ccccc4C3)C2=O)sc2c1CCCCC2 (stereo unspecified)
1.7 | 1.3 | 37 | COc1cc2c(cc1OC)CN(C(=O)COc1ccc(C#N)cc1)CC2
0.2 | -0.74 | 0 | COc1ccc(C(C(=O)Nc2ccc(C(C)C)cc2)N(C)C(=O)CNC(C)=O)cc1 (stereo unspecified)
-0.48 | -0.72 | . | CC(CCc1ccco1)NC(=O)Cn1ncc2c1-c1ccccc1OC2 (stereo unspecified)
1.5 | 1.1 | . | C/C(N)=N\S(=O)(=O)c1ccc(Cl)cc1
-0.68 | -0.51 | -332 | Cc1ccccc1NC(=O)c1ccccc1NC(=O)c1ccco1
0.27 | 0.37 | -16 | CC(C)(C)c1ccc(C(=O)OCC(=O)Nc2sc3c(c2C#N)CCC3)cc1
. | . | -50 | CN(C)S(=O)(=O)c1ccc(C(=O)NCC(=O)N/N=C/c2cccs2)cc1
0.19 | 0.09 | -3 | COc1ccccc1OCc1ccc(C(=O)NCc2ccco2)o1
-0.31 | -0.6 | 42 | COc1cc(-c2nnc(SCc3cccnc3)n2C)cc(OC)c1O
. | . | 6 | CN(C)S(=O)(=O)c1ccc(Cl)c(C(=O)Nc2cccc([N+](=O)[O-])c2)c1
-1.3 | -0.92 | . | CC(C)NC(=S)N/N=C/C1=CCC2CC1C2(C)C (stereo unspecified)
-1.5 | -0.18 | -35 | CCCc1cc(=O)[nH]c(SCCOc2ccc(OCC)cc2)n1
0.45 | 1.2 | 32 | O=P(Cc1ccncc1)(c1ccccc1)c1ccccc1
1.1 | 1.4 | . | CCOC(=O)/C(=C/c1ccc(F)cc1)NC(C)=O
0.55&0.94 | 0.78&1.5 | . | CCCCCn1c(=S)[nH]c2ncccc2c1=O
0.11 | 3.1 | 0 | Cc1cccc(NC(=O)c2sc3nc(-c4ccc(F)cc4)cn3c2C)n1
-0.06 | -0.05 | -12 | CCOC(=O)N1CCN(S(=O)(=O)c2ccc3c(c2)CCN3C(=O)C2CC2)CC1
-0.22 | 0.36 | -7 | COc1cc([N+](=O)[O-])ccc1NC(=O)CSc1nc2ccccc2n1-c1ccccc1
0.3 | -0.01 | -8 | COC(=O)c1sc(NC(=O)CSc2nnc(C(C)C)n2C)nc1C

Complete entries, looked up by structure:
Record of `CCOC(=O)/C(=C/c1ccc(F)cc1)NC(C)=O` = SDO1 yeast rescue = 1.1; SDO1 yeast rescue Rescue 24 h = 1.4; INS promoter inh = .
Record of `Cc1cccc(C(=O)NC2=NCCS2)c1` = SDO1 yeast rescue = .; SDO1 yeast rescue Rescue 24 h = .; INS promoter inh = -29

The listing continues.
SDO1 yeast rescue | SDO1 yeast rescue Rescue 24 h | INS promoter inh | Structure
0.07 | -0.32 | 43 | COc1cc(C(=O)NCCCNc2nc3cc(C)cc(C)c3cc2C#N)cc(OC)c1OC
1.7 | 2 | -33 | CCN(Cc1ccccc1)C(=O)CN1C(=S)NC(C)(C)CC1C (stereo unspecified)
-0.71 | -0.53 | -23 | CC(C)C(=O)NC(=S)Nc1ccccn1
-1.7 | -0.33 | 8 | S=C(NCC1COc2ccccc2O1)Nc1ccc(Br)cc1 (stereo unspecified)
. | . | -17 | Cc1cc(/C=c2\sc3nc4ccccc4n3c2=O)c(C)n1-c1ccc(C(=O)O)cc1
. | . | 27 | O=C(COc1ccc(C(=S)N2CCOCC2)cc1Cl)Nc1ccccc1Cl
0.81 | 0.25 | . | Cc1oc(-c2ccccc2F)nc1CN1CCC(C(=O)NCc2ccco2)CC1
0.62 | -0.22 | . | S=c1[nH]nc(-c2ccncc2)n1/N=C/c1ccccc1
-0.93 | -0.73 | . | Cc1oc2cc(OCc3cnn(-c4ccccc4)c3)ccc2c(=O)c1Oc1ccccc1F
-0.01 | 0.75 | 0 | CCCc1cc(=O)[nH]c(SCc2nc3ccccc3s2)n1
. | . | 50 | CCCCc1nnc(NC(=O)CSc2nc(O)c(-c3ccccc3)c(=O)[nH]2)s1
-0.87 | -1.1 | . | CCOC(=O)C1CCN(c2nc3cc(OC)ccc3cc2C#N)CC1
-0.43 | -1.1 | -4 | COC(=O)CC1C(=O)NCCN1C(=S)Nc1cc(C)cc(C)c1 (stereo unspecified)
. | . | 11 | COc1ccc(-n2nc(C(N)=O)c(O)cc2=O)cc1
. | . | 7 | Cn1c(N)c(C(=O)COc2ccc(Cl)cc2Cl)c(=O)n(C)c1=O
-0.19 | -0.78 | 7 | Cc1[nH]c(=O)[nH]c(=O)c1S(=O)(=O)N1CCCC(C(=O)NCc2ccccc2Cl)C1 (stereo unspecified)
-0.17 | 0.13 | 31 | COc1ccc(CNC(=O)c2c(O)c3cccc4c3n(c2=O)CCC4)cc1
. | . | -29 | COC(=O)c1c(C(=O)OC)c(-c2cccc(Cl)c2)n2c1CS(=O)C2 (stereo unspecified)
0.87 | 0.41 | -11 | COc1cccc(/C=C2\N=C(c3c(-c4ccccc4)noc3C)OC2=O)c1OC
0.89 | -0.09 | 18 | CN(C=C1C(=O)CC(C)(C)CC1=O)CCN1CCNCC1
0.07 | -0.03 | 47 | COc1ccc(C(=O)Nc2ccccc2C(N)=O)cc1

Some of these compounds in order of molar mass, descending.
SDO1 yeast rescue | SDO1 yeast rescue Rescue 24 h | INS promoter inh | Structure
-0.93 | -0.73 | . | Cc1oc2cc(OCc3cnn(-c4ccccc4)c3)ccc2c(=O)c1Oc1ccccc1F
-0.19 | -0.78 | 7 | Cc1[nH]c(=O)[nH]c(=O)c1S(=O)(=O)N1CCCC(C(=O)NCc2ccccc2Cl)C1 (stereo unspecified)
. | . | 27 | O=C(COc1ccc(C(=S)N2CCOCC2)cc1Cl)Nc1ccccc1Cl
. | . | 50 | CCCCc1nnc(NC(=O)CSc2nc(O)c(-c3ccccc3)c(=O)[nH]2)s1
. | . | -17 | Cc1cc(/C=c2\sc3nc4ccccc4n3c2=O)c(C)n1-c1ccc(C(=O)O)cc1
0.81 | 0.25 | . | Cc1oc(-c2ccccc2F)nc1CN1CCC(C(=O)NCc2ccco2)CC1
0.87 | 0.41 | -11 | COc1cccc(/C=C2\N=C(c3c(-c4ccccc4)noc3C)OC2=O)c1OC
-1.7 | -0.33 | 8 | S=C(NCC1COc2ccccc2O1)Nc1ccc(Br)cc1 (stereo unspecified)
. | . | -29 | COC(=O)c1c(C(=O)OC)c(-c2cccc(Cl)c2)n2c1CS(=O)C2 (stereo unspecified)
-0.17 | 0.13 | 31 | COc1ccc(CNC(=O)c2c(O)c3cccc4c3n(c2=O)CCC4)cc1
. | . | 7 | Cn1c(N)c(C(=O)COc2ccc(Cl)cc2Cl)c(=O)n(C)c1=O
-0.87 | -1.1 | . | CCOC(=O)C1CCN(c2nc3cc(OC)ccc3cc2C#N)CC1
-0.43 | -1.1 | -4 | COC(=O)CC1C(=O)NCCN1C(=S)Nc1cc(C)cc(C)c1 (stereo unspecified)
1.7 | 2 | -33 | CCN(Cc1ccccc1)C(=O)CN1C(=S)NC(C)(C)CC1C (stereo unspecified)
0.89 | -0.09 | 18 | CN(C=C1C(=O)CC(C)(C)CC1=O)CCN1CCNCC1
0.62 | -0.22 | . | S=c1[nH]nc(-c2ccncc2)n1/N=C/c1ccccc1
0.07 | -0.03 | 47 | COc1ccc(C(=O)Nc2ccccc2C(N)=O)cc1
. | . | 11 | COc1ccc(-n2nc(C(N)=O)c(O)cc2=O)cc1

Compounds as they come; any-hit rate near 0.99%.
